VEEV TC-83 Vero – inhibitors of VEEV TC-83 cytopathic effect, confirmation, Vero cells (AID 588727). Vero cells, VEEV TC-83 cytopathic effect inhibition; higher % means a stronger effect. inhibition, % at 20 µM, or IC50 in µM where a hit was titrated. 350,000 compounds, 0.13% hits; in the data active = a potency from the dose series; inconclusive = inhibition mostly from about 14% at the one dose, without a potency; inactive = the rest, 99 in 100 with inhibition below about 12%; also: strong numbers were not always called active
M. tuberculosis HTS – M. tuberculosis growth inhibition, HTS (AID 449762); M. tuberculosis H37Rv growth inhibition, 7H9 media; higher % means a stronger effect; inhibition, % at 25 µM, or IC50 in µM where a hit was titrated; 330,000 compounds, 0.59% hits; in the data active = a potency from the dose series; inconclusive = inhibition above about 70% without an active follow-up result;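 also: bacterial growth assessed after seven days of incubation; strong numbers were not always called active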
influenza NS1A – NS1A inhibition, H1N1 influenza, cell based functional assay (AID 504329). NS1A functional cell-based assay, percent inhibition; higher % means a stronger effect. 340,000 compounds, 0.3% hits. one-dose inhibition, % at 12.5 µM; IC50 in µM for titrated hits; in the data active = a potency from the dose series; inconclusive = inhibition above about 27% without an active follow-up result; also: strong numbers were not always called active
tuberculosis growth – growth inhibition of non-replicating M. tuberculosis (AID 488890); Mycobacterium tuberculosis non-replicating, growth inhibition; higher % means a stronger effect; inhibition, % at 25 µM; hits with a dose series show IC50 in µM; 320,000 compounds, 0.39% hits; in the data active = a potency from the dose series; inconclusive = inhibition mostly from about 82% at the one dose, without a potency; inactive = the rest, 99 in 100 with inhibition below about 76%;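 also: plate controls were DMSO cells for no effect and high antibiotic wells for full effect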
Salmonella PhoP GFP – Inhibition of PhoP regulon, Salmonella typhi GFP reporter cells, confirmation, 4 h (AID 1850); Salmonella Typhi PhoP-promoter GFP reporter, fluorescence, 4 h; higher % means a stronger effect; one-dose inhibition, % at 50 µM; IC50 in µM for titrated hits; 310,000 compounds, 0.33% hits; in the data active = a potency from the dose series; inconclusive = inhibition mostly from about 25% at the one dose, without a potency; inactive = the rest, 99 in 100 with inhibition below about 19%;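 also: 0% = induced wells with vehicle and 100% = uninduced wells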
VEEV TC-83 Vero 10K pilot screen – further read-out of VEEV TC-83 Vero, marked with its call; inhibition, %; measured here: 10K pilot screen inhibition
An asterisk follows results filed as active; i = inactive; ? = inconclusive; . = no result given.

SMILES	VEEV TC-83 Vero	M. tuberculosis HTS	influenza NS1A	tuberculosis growth	Salmonella PhoP GFP	others
CC(C)(C)NC(=O)[C@]1(C)CCC[C@@]2(C)C3CC[C@@]4(C)C[C@]3(CCC21)CC4=O (some centres not stated)	0.5%	-3%	-4%	1%	.
CCC(=O)c1ccc(OC(=O)Cc2ccc(OC)cc2)cc1	0.9%	11%	-3%	59%	-5%
CSc1ncc(Cl)c(C(=O)Nc2ccc(S(=O)(=O)N3CCOCC3)cc2)n1	1.2%	-3%	-5%	-11%	21%
O=C(CCn1cnnn1)N1CCCC(Nc2ccc(F)c(F)c2)C1 (configuration not stated)	1.9%	11%	0%	8%	-4%
COc1ccc2[nH]c3c(=O)n(CCCCC(=O)N4CCC(C(N)=O)CC4)c(=S)[nH]c3c2c1	11%	-5%	-2%	-29%	-9%
Clc1ncnc2[nH]ccc12	1.5%	.	0%	.	.
O=C(Nc1cccc(-n2cccn2)c1)C1CCCN(Cc2cc3ccccc3[nH]2)C1 (configuration not stated)	8.3%	.	7%	.	.
Cn1cnnc1SCC(=O)N1N=C2/C(=C/c3ccco3)CCCC2C1c1ccco1 (configuration not stated)	7.7%	0%	7%	8%	-1%
CC(=O)Oc1ccccc1N(C(C)=O)S(=O)(=O)c1ccc(C)cc1	0.1%	6%	-9%	4%	-5%	VEEV TC-83 Vero 10K pilot screen=1.8
COc1ccc(C(=O)OCc2c(C)noc2C)cc1	i	6%	-5%	1%	7%
CCc1c(O)nc(SCC(=O)Nc2nc3ccccc3s2)n(-c2ccc(C)cc2)c1=O	2.1%	-18%	2%	10%	4%
CCOc1ccc(-c2nn3c(-c4ccc(F)cc4)nnc3s2)cc1	i	1%	19%	3%	-2%
CCOC(=O)c1cnc2c(cnn2C)c1NCCC(O)C(F)(F)F (configuration not stated)	0.4%	-5%	-5%	3%	8%
Cc1ccc(NC2CCCN(C(=O)c3ccc(-n4ccnc4)cc3)C2)cc1C (configuration not stated)	7.2%	0%	-2%	42%	1%
CCNC(=S)NNC(=O)c1cc(-c2cccc(OC)c2)nc2ccccc12	7.7%	8%	3%	36%	-5%
CC1(C)COC(c2cc3c(cc2Br)OCO3)OC1	i	.	4%	.	.
Cc1cn(CC(=O)NCc2ccccc2)c(=O)[nH]c1=O	i	.	-27%	.	.
COC(=O)COc1ccc(S(=O)(=O)N2CCCCCC2)cc1	0.6%	?	-1%	4.2µM*	6%
CN(C(=O)CSc1nnc(Cc2ccccc2F)n1N)C1CCCCC1	1.1%	6%	2%	2%	.
COC(=O)CCCC(=O)N1CCCC(N(C)CCc2ccccc2)C1 (configuration not stated)	i	-5%	0%	?	7%
Cc1nnc(SCC(=O)NNC(=O)c2ccco2)n1-c1cccc(Cl)c1	0.8%	6%	4%	-5%	-22%
CN1CCN(CC(=O)NC2CCCCC2)CC1	i	-5%	-14%	-4%	-1%
CC1CN(CCOCCSc2ccc(Cl)cc2)CC(C)O1 (configuration not stated)	i	-1%	1%	29%	-4%
CCCS(=O)(=O)c1nc(S(=O)(=O)c2ccc(C)cc2)c(NCc2ccco2)s1	7.2%	3%	0%	-6%	-7%
CCCCn1c2c(c(=N)c3c1CCC3)CCC2	0.5%	-2%	-14%	28%	-4%

Quoted at random: 6 entries already listed.
SMILES	VEEV TC-83 Vero	M. tuberculosis HTS	influenza NS1A	tuberculosis growth	Salmonella PhoP GFP	others
CN(C(=O)CSc1nnc(Cc2ccccc2F)n1N)C1CCCCC1	1.1%	6%	2%	2%	.
CCC(=O)c1ccc(OC(=O)Cc2ccc(OC)cc2)cc1	0.9%	11%	-3%	59%	-5%
COc1ccc2[nH]c3c(=O)n(CCCCC(=O)N4CCC(C(N)=O)CC4)c(=S)[nH]c3c2c1	11%	-5%	-2%	-29%	-9%
CCc1c(O)nc(SCC(=O)Nc2nc3ccccc3s2)n(-c2ccc(C)cc2)c1=O	2.1%	-18%	2%	10%	4%
CN1CCN(CC(=O)NC2CCCCC2)CC1	i	-5%	-14%	-4%	-1%
CCCS(=O)(=O)c1nc(S(=O)(=O)c2ccc(C)cc2)c(NCc2ccco2)s1	7.2%	3%	0%	-6%	-7%

The list goes on.
SMILES	VEEV TC-83 Vero	M. tuberculosis HTS	influenza NS1A	tuberculosis growth	Salmonella PhoP GFP	others
O=C(NCc1ccco1)c1ccc(Cl)cc1[N+](=O)[O-]	1.0%	9%	-20%	4%	9%
COc1cc(S(=O)(=O)N2CCC(O)(c3cccc(C(F)(F)F)c3)CC2)ccc1-n1cnnn1	0.4%	-7%	-8%	17%	-3%
COc1cccc(-c2nn(-c3ccccc3)cc2C(=O)n2nnc3ccccc32)c1	4.8%	3%	0%	5%	12%
Cc1c(C(=O)NN)nn(-c2ccc(F)cc2)c(=O)c1C#N	1.7%	3%	22%	-12%	15%
CCOC(=O)C1CCN(Cc2coc3c(Cl)cc(Cl)cc3c2=O)CC1	0.7%	11%	-1%	14%	-2%
CC(O)CNc1nc2c(c(=O)n(Cc3ccc(Cl)cc3)c(=O)n2C)n1C (configuration not stated)	0.9%	-6%	1%	-1%	-5%
O=C1CCCC2=C1C(c1cccs1)n1nc(SCc3ccc(C(=O)O)cc3)nc1N2 (configuration not stated)	i	3%	12%	-7%	7%
Cc1cc(=O)oc2cc(Nc3ccccc3)ccc12	0.9%	8%	-14%	8%	1%
C/C(=N\NC(=O)c1nnn(-c2nonc2N)c1CN(C)c1ccccc1)c1ccccn1	?	8.5µM*	?	?	-5%
COc1ccc(CNC(=O)CSc2nc3ccccc3n2C(C)=O)cc1	i	2%	-11%	37%	-5%
COc1ccc(C(C)=O)cc1CSc1nnc(C)s1	0.9%	7%	-6%	-4%	-4%
O=C(c1cccc(S(=O)(=O)Nc2ccccc2Cl)c1)N1CCN(C(=O)c2ccco2)CC1	1.0%	1%	3%	-1%	-2%
Cc1ccc(Nc2nc(Cl)nc3ncn(C)c23)c(C)c1	2.8%	.	1%	.	.
CC(=O)Nc1ccc(NC(=O)CSc2nnc(CC(C)O)n2-c2ccccc2)cc1 (configuration not stated)	0.9%	-3%	0%	.	-1%
CC1CCc2sc(C(=O)NCC(c3ccco3)N3CCCCC3)cc2C1 (configuration not stated)	0.3%	1%	4%	52%	.
Cc1cc(=O)n2nc(N3CCCC(C(=O)NCc4cccc(Br)c4)C3)sc2n1 (configuration not stated)	0.3%	-7%	3%	-8%	-8%
CCC(=O)NCCCCNC(=O)CC	i	1%	14%	-3%	-12%
Cn1c(=O)c2c(O)c(C=NCc3ccccc3)c(=O)n(C)c2n(C)c1=O	0.3%	-3%	.	-14%	-3%
O=C1CSC(=Nc2ccc(Cl)cc2)N1Cc1ccco1	i	20%	12%	72%	-13%
CCCNC(=O)CCn1c(=S)oc2ccccc21	i	3%	-12%	-11%	7%
Cc1ccccc1C(=O)NNC(=O)CCc1ccccc1	i	0%	5%	1%	-4%
N#C/C(=C\C=C\c1ccccc1)C(=O)NCc1cccnc1	8.6%	3%	10%	27%	6%
CCC1Nc2ncnc(N3CCCCC3)c2N(Cc2ccc(Cl)cc2)C1=O (configuration not stated)	0.3%	1%	6%	57%	.
COc1ccc(-n2c3c(cc(C(=O)NCc4ccco4)c2=O)C(=O)CC(C)(C)C3)cc1	1.6%	2%	-5%	-9%	5%
CSc1nnc(CCCCCCCCc2nnc(SC)o2)o1	9.7%	?	-6%	?	-1%

Next section
SMILES	VEEV TC-83 Vero	M. tuberculosis HTS	influenza NS1A	tuberculosis growth	Salmonella PhoP GFP	others
Cc1nonc1OCCNCc1c(C(=O)N(C)C)nc2ccc(Cl)cn12	2.4%	1%	3%	-2%	-1%
Cc1ccc(C)c(Cn2nc(-c3cc(C)ccc3C)ccc2=O)c1	1.7%	20%	-3%	33%	-1%
CC(Sc1cccc[n+]1[O-])C(=O)NC1CCCCC1C (configuration not stated)	1.9%	-11%	-4%	-8%	.
Nc1nnc(SCC(=O)Nc2ccc(F)c(Cl)c2)n1-c1ccccc1	0.4%	-10%	28%	1%	-5%
O=c1oc2ccccc2cc1-c1ccccc1	0.6%	7%	-7%	57%	-5%
Cc1cccc2c1cnn2C(=O)CCC(=O)NCc1ccc(F)cc1	0.4%	-10%	1%	-13%	-8%
CCOC(=O)N1CCN(C(=O)Cn2nc(C)c3sc4ccccc4c3c2=O)CC1	0.5%	-10%	-17%	-4%	4%
Clc1ccc(C(c2ccccc2)N2CCN(c3ccccn3)CC2)cc1 (configuration not stated)	4.5%	16%	-3%	14%	-1%
CCc1cccc(CC)c1NC(=O)CCCSc1nc2ccccc2s1	i	-4%	-1%	-3%	9%
COc1ccc(-c2ccc(=O)n(CC(=O)NC3CCc4ccccc43)n2)cc1OC (configuration not stated)	8.5%	-3%	-2%	15%	-5%
COC(CNC(=O)C1CCCN(S(=O)(=O)c2ccc3c(c2)oc(=O)n3C)C1)OC (configuration not stated)	i	0%	-56%	-29%	0%
CCCOC(=O)c1ccc(NC(=O)c2cccc(S(=O)(=O)N3CCN(C(C)=O)CC3)c2)cc1	2.0%	55%	6%	8%	7%
O=C(NCC(=O)N1CCN(S(=O)(=O)c2c(F)cccc2F)CC1)c1ccccc1F	0.6%	.	6%	.	.
CN(c1ccccc1C(=O)Nc1ccc2c(c1)OCO2)S(C)(=O)=O	1.6%	-9%	5%	6%	-8%
Cn1nc(C(F)(F)F)c(/C=N/OC(=O)c2ccccc2Cl)c1SCc1ccc(Cl)cc1	i	-1%	-15%	2%	0%
Cc1ccc(CN(C)S(=O)(=O)c2c(C)noc2/C=C/N(C)C)cc1	1.4%	12%	3%	9%	4%
CN1C(=O)N(CC(=O)Nc2nccs2)C(=O)C12CCCCC2	1.2%	-6%	-18%	10%	.
COc1ccccc1/C=N/NC(=O)C1=NNC(c2ccccc2)(c2ccccc2)C1	.	-4%	.	32%	1%
O=C(O)CC(NC(=O)CC(c1ccccc1)c1ccccc1)c1cccc([N+](=O)[O-])c1 (configuration not stated)	1.3%	-2%	-6%	0%	-4%
O=C(CNC(=S)NC(=O)C1CCCCC1)c1ccccc1	i	-1%	7%	3%	-10%
CN(CC(=O)Nc1cccc([N+](=O)[O-])c1)S(=O)(=O)c1ccccc1	1.3%	-3%	-7%	5%	2%
Cc1ccc(NC(=O)CN2C(=O)S/C(=C\c3cc(C)n(C)c3C)C2=O)cc1	0.8%	6%	6%	1%	14%
CCCOc1ccc(N2C(=O)CC(N3CCN(C(=O)c4ccco4)CC3)C2=O)cc1 (configuration not stated)	4.4%	2%	21%	19%	3%
Cc1ccc(C(=O)N2CCN(c3ccccc3Cl)CC2)cc1[N+](=O)[O-]	4.0%	12%	-8%	31%	6%
O=C(NC1CCCC1)c1cccc(Oc2ccccc2)c1	i	1%	7%	54%	-14%

Arranged by number of heavy atoms (high to low): five of the compounds above
SMILES	VEEV TC-83 Vero	M. tuberculosis HTS	influenza NS1A	tuberculosis growth	Salmonella PhoP GFP	others
Cn1nc(C(F)(F)F)c(/C=N/OC(=O)c2ccccc2Cl)c1SCc1ccc(Cl)cc1	i	-1%	-15%	2%	0%
Cc1nonc1OCCNCc1c(C(=O)N(C)C)nc2ccc(Cl)cn12	2.4%	1%	3%	-2%	-1%
Cc1cccc2c1cnn2C(=O)CCC(=O)NCc1ccc(F)cc1	0.4%	-10%	1%	-13%	-8%
CN(c1ccccc1C(=O)Nc1ccc2c(c1)OCO2)S(C)(=O)=O	1.6%	-9%	5%	6%	-8%
O=C(CNC(=S)NC(=O)C1CCCCC1)c1ccccc1	i	-1%	7%	3%	-10%

Next section:
SMILES	VEEV TC-83 Vero	M. tuberculosis HTS	influenza NS1A	tuberculosis growth	Salmonella PhoP GFP	others
Cc1cc(-c2ccc(C(C)C)c(S(=O)(=O)N3CCN(c4ccccn4)CC3)c2)on1	0.9%	2%	1%	27%	-2%
O=C(COC(=O)/C=C/c1cccc([N+](=O)[O-])c1)NCCCN1CCCC1=O	2.8%	-2%	-11%	1%	6%
COc1ccc2oc3ccc(OC)cc3c(=O)c2c1	4.3%	13%	-5%	16%	-3%
CN1CCN(S(=O)(=O)c2ccc(NC(=O)Cc3ccc([N+](=O)[O-])cc3)cc2)CC1	1.7%	-22%	-1%	8%	-5%
CCN(c1ccccc1)S(=O)(=O)c1nnc(NC(=O)c2ccco2)s1	0.1%	-2%	0%	18%	-16%
CC(=O)NS(=O)(=O)c1cccnc1Nc1cccc(Cl)c1	0.3%	-9%	1%	-1%	-5%
Cc1ccc(NC(=S)N(Cc2ccc(Br)cc2)Cc2ccc(C(=O)O)cc2)cc1C	3.3%	7%	2%	1%	9%
Cc1ccccc1-n1nc(C)c2cc(C(=O)N3CCOCC3)sc21	0.8%	0%	7%	11%	5%
O=C(CCn1cnnn1)N1CCCC(Nc2ccc(F)cc2)C1 (configuration not stated)	0.5%	-17%	-5%	5%	-5%
COC(=O)CNC(=O)CSc1nc2c(sc(=S)n2-c2ccccc2)c(=O)[nH]1	1.5%	-2%	-10%	-3%	8%
